K1F lysis inhibition: inhibition of K1F phage lysis, E. coli UTI89, bacterial capsule biogenesis inhibitors, alamar blue (AID 488966) | E. coli UTI89 K1F phage lysis, alamar blue, 2 h; higher % means a stronger effect | inhibition, % at 100 µM, or IC50 in µM where a hit was titrated | actives 0.02% (n = 340,000);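 active means phage lysis inhibition, versus mean bacterial control, above a set limit; inconclusive means no clear call, values can overlap the other calls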;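 further: capsule biogenesis inhibitors block K1F phage lysis so surviving cells raise fluorescence; higher fluorescence means more inhibition of phage lysis; actives were called in the ten point dose series up to 300 µM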
Salmonella PhoP GFP: PhoP-dependent GFP reporter repression – Salmonella Typhimurium, primary screen (AID 1863). S. Typhimurium PhoP-regulated promoter GFP reporter, 4 h; higher % means a stronger effect. inhibition, % at 50 µM; hits with a dose series show IC50 in µM. actives 0.16% (n = 300,000);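 active means inhibition over 29.93%, a cutoff 3 SD above the screen mean, later confirmed by dose response; inconclusive means inhibition over 29.93% but no dose response follow-up; inactive means inhibition at most 29.93% or unconfirmed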;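 further: 0% = low Mg2+ inducing control and 100% = high Mg2+ repressing control; strong numbers were not always called active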
GPR35 arrestin U2OS: inhibition of zaprinast-stimulated GPR35 beta-arrestin translocation – imaging, U2OS, beta-arrestin-GFP, zaprinast agonist, primary screen (AID 2058); U2OS GPR35 beta-arrestin-GFP translocation imaging, zaprinast antagonism; higher % means a stronger effect; one-dose inhibition, % at 10 µM; IC50 in µM for titrated hits; actives 0.052% (n = 290,000);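 active means inhibition of at least 50% with at least 30 cells and total cytoplasm GFP at most 10,000,000; inconclusive means under 30 cells or total GFP of 10,000,000 plus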
RSV CPE inhibition: RSV antiviral activity via CPE protection, HEp-2 cells, primary 10 µM value included (AID 2391). HEp-2 cells, RSV-induced CPE inhibition; higher % means a stronger effect. CPE inhibition, % at 10 µM, or IC50 in µM where a hit was titrated. actives 0.13% (n = 310,000); in the data active means a potency from the dose series; inconclusive means CPE inhibition mostly from about 23% at the one dose, without a potency; inactive means the rest, 99 in 100 with CPE inhibition below about 21%; further: strong numbers were not always called active
Rac1 GTP hydrolysis: MgcRacGAP GTPase-activating activity inhibitors, confirmation, biochemical, ADP Hunter fluorescence | MgcRacGAP-stimulated Rac1 GTP hydrolysis, ADP Hunter fluorescence; higher % means a stronger effect; GST-tagged Rac1 F28L mutant substrate | inhibition, % at 30 µM, or IC50 in µM where a hit was titrated | actives 0.6% (n = 340,000) | AID 624330;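 active means first-screen hits whose inhibition reached a set limit at any dose in the follow-up dose series; inconclusive means inhibition above the set first-screen limit but never retested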;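 further: fluorescence reports GDP produced by GAP-driven GTP hydrolysis; strong numbers were not always called active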
SV40 large T antigen: SV40 large T antigen inhibitors, biochemical (AID 1903); one-dose inhibition, % at 20 µM; IC50 in µM for titrated hits; actives 0.39% (n = 310,000); SV40 large T antigen ATPase/helicase inhibition assay; higher % means a stronger effect; in the data active means a potency from the dose series; inconclusive means inhibition mostly from about 32% at the one dose, without a potency; inactive means the rest, 99 in 100 with inhibition below about 32%; further: strong numbers were not always called active
GPR55 antagonists: inhibition of LPI-stimulated GPR55 beta-arrestin translocation – imaging, U2OS, beta-arrestin-GFP, LPI agonist, primary screen (AID 2013); U2OS GPR55 beta-arrestin-GFP translocation imaging, LPI antagonism; higher % means a stronger effect; actives 0.13% (n = 290,000); inhibition, % at 10 µM, or IC50 in µM where a hit was titrated;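 active means spots per cell inhibited over 60%, with over 100 cells counted and total cytoplasm intensity under 500,000; inconclusive means wells with under 100 cells, flagged as likely toxic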;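 further: U2OS cells stably carrying GPR55 and arrestin-GFP stimulated by 5 µM LPI near EC80; imaged beta-arrestin-GFP aggregate spots per cell after agonist stimulation; plate controls were LPI-stimulated DMSO wells for no effect and DMSO wells without LPI for full effect; some results filed as inactive read as strong as hits; confirmed hits need IC50 under 10 µM and bright autofluorescent wells are also inconclusive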
NS5 inhibitors: Dengue-2 NS5 methyltransferase inhibitors, primary screen, biochemical, confirmation dose response (AID 588689); Dengue-2 NS5 methyltransferase capping enzyme assay, biochemical; higher % means a stronger effect; inhibition, % at 25 µM, or IC50 in µM where a hit was titrated; actives 0.3% (n = 340,000); in the data active means a potency from the dose series; inconclusive means inhibition above about 29% without an active follow-up result
HIV fusion peptide: cell-free HIV fusion peptide-binding blockers – biochemical, uHTS, fluorescence dequenching, primary screen (AID 1986); cell-free peptide binding, fluorescence dequenching, 30 min; higher % means a stronger effect; one-dose inhibition, % at 20 µM; IC50 in µM for titrated hits; actives 0.3% (n = 290,000); in the data active means inhibition mostly above about 52%, no sharp cut-off; inactive means mostly below about 76%; further: some results filed as inactive read as strong as hits
NS5 inhibitors pilot replicate: second read-out of NS5 inhibitors, no call of its own (marks repeat the call); inhibition, %; measured here: pilot screen replicate inhibition
* marks the source's active call; other numbers are inactive results; ? = inconclusive; / = not tested or not shown; [ ] = another dose, or the depositor's remark. Rows are unselected; overall some 1.5% were active at least once.

SMILES | K1F lysis inhibition | Salmonella PhoP GFP | GPR35 arrestin U2OS | RSV CPE inhibition | Rac1 GTP hydrolysis | SV40 large T antigen | GPR55 antagonists | NS5 inhibitors | HIV fusion peptide | others
O=S(=O)(c1ccc(F)cc1)n1ccc(-c2cccc(OCc3c(F)cccc3Cl)c2)n1 | 0.1% | 12% | 19% | 4.2% | 6% | -3% | -12% | -10% | -0.6%
CCCc1nc(SCC(=O)N2CCc3ccccc3C2)c2ccccc2n1 | 6.6% | 10% | -4% | 4.1% | 0% | 8% | -12% | -7% | -2.3%
Cc1cc(C)n(-c2nc(-c3ccc(Cl)c(Cl)c3)cs2)n1 | -2.7% | -7% | -1% | 1.9% | 8% | 6% | 12% | -1% | 4.1%
Cc1c(CCO)sc[n+]1CC(=O)OC12CC3CC(CC(C3)C1)C2 | 6.9% | 17% | -1% | 1.8% | 7% | 0% | 5% | -4% | -0.5%
CCCn1cc(CN2CCCC(C(=O)c3ccc4c(c3)OCO4)C2)c(C)n1 (centres undefined) | 0.2% | 1% | -9% | 3.2% | 1% | 10% | 35% | -7% | 0.1%
O=C(O)Cc1ccc(NC(=O)Nc2ccc3c(c2)OCO3)cc1 | 0.1% | -3% | -1% | 1.9% | 2% | 16% | 12% | -22% | -1.0%
CC1CCN(C(=O)c2ccc(S(=O)(=O)Cc3cccc(F)c3)c([N+](=O)[O-])c2)CC1 | 0.6%[50 µM] | -2% | 3% | 2.5% | 2% | -2% | 3% | -1% | 0.5%
CC(C)(C)c1ccc(C(=O)N2CCC(C(=O)NCCC3=CCCCC3)CC2)cc1 | 1.8% | 0% | 2% | 3.1% | 3% | -3% | 27% | -2% | 0.1%
O=C(CCNS(=O)(=O)c1ccc(Br)cc1)NC1CCN(Cc2ccccc2)CC1 | 0.6%[50 µM] | 0% | -5% | 0.1% | 3% | 4% | 20% | -4% | 0.4%
Cc1cccc(OCCSc2nc3ncnc(N)c3[nH]2)c1 | -0.3% | -10% | 7% | -0.5% | 7% | 0% | -11% | -1% | 0.7%
O=C(/C=C/c1ccco1)Nc1cccc(C(=O)Nc2ccccc2C(=O)O)c1 | 0.0% | -4% | <0.5µM* | -0.6% | ? | 44% | 10% | -4% | 59%
CC(c1ccccc1)n1cc(C(=O)NCC2COc3ccccc3O2)nn1 (centres undefined) | 3.0% | -5% | -10% | 2.1% | -1% | 4% | 1% | 5% | 0.5%
Cc1ccc(C(=O)NCC2CCCN2S(=O)(=O)c2ccc(C)cc2)cc1 (centres undefined) | 0.6%[50 µM] | 0% | / | 7.2% | 1% | 2% | / | 1% | /
Cc1ccc(/C=C2\SC(=S)N(C3CCS(=O)(=O)C3)C2=O)o1 (centres undefined) | -0.3% | -7% | -1% | 2.0% | 5% | 10% | -9% | 16% | 25%
CCN(c1ccccc1)S(=O)(=O)c1ccc(OC)c(NC(=O)c2cccs2)c1 | 0.3% | -6% | -4% | 2.4% | 5% | 0% | 10% | -5% | -1.9%
Cc1oc(-c2ccc(Cl)cc2)cc1C(=O)NC1CCN(Cc2ccccc2)CC1 | / | 5% | 7% | -1.8% | / | 8% | 10% | / | 1.1%
O=C(NC1(C(F)(F)F)C(=O)Nc2c1c(=O)[nH]c(=O)n2-c1ccc(F)cc1)c1cccnc1 (centres undefined) | 0.1% | -3% | -2% | 1.6% | 7% | 1% | 0% | 1% | -1.3% | NS5 inhibitors pilot replicate=1.2
O=[N+]([O-])c1ccc(NCCc2ccccc2)c(Br)c1 | 0.3% | 10% | 1% | -0.5% | 7% | -7% | 4% | -3% | -0.8%
COCCCNC(=O)/C(C#N)=C/c1c(N2CCN(c3cccc(Cl)c3)CC2)nc2c(C)cccn2c1=O | 0.0% | 3% | -2% | ? | 5% | 2% | 4% | -7% | -2.7%
Cc1ccc(NC(=O)c2ccccn2)c(Br)c1 | -0.8% | -8% | -13% | 2.4% | 2% | -4% | 6% | -12% | -0.3%
COc1ccc(COCC(O)CN2CCc3ccccc3C2)cc1OC (centres undefined) | 0.2% | -6% | -14% | -1.8% | 9% | 0% | -4% | -2% | -1.6%
CCOc1cc(C(=O)N2CCc3cc(OC)c(OC)cc3C2)ccc1OC(F)F | / | 8% | 2% | 8.4% | / | 15% | -33% | / | 0.1%
C[C@H](NC(=O)[C@H]1N2C(=O)c3ccccc3C2SC1(C)C)C(=O)NCC1CCCO1 (some centres undefined) | 0.4% | -2% | -8% | -0.1% | 0% | 19% | 4% | -8% | 2.3%
CCCCN1CNC(=S)N(Cc2ccccc2)C1 | 0.4% | 8% | 3% | 0.8% | 5% | 16% | -4% | -1% | 1.5%
Cc1ccc(C(=O)CC(C(=O)O)n2ccc(C)n2)cc1 (centres undefined) | 6.4% | -5% | 0% | 2.0% | 11% | 8% | 17% | -6% | 2.3%

Next section (2 carried over from the part before).
SMILES | K1F lysis inhibition | Salmonella PhoP GFP | GPR35 arrestin U2OS | RSV CPE inhibition | Rac1 GTP hydrolysis | SV40 large T antigen | GPR55 antagonists | NS5 inhibitors | HIV fusion peptide | others
CCCCN1CNC(=S)N(Cc2ccccc2)C1 | 0.4% | 8% | 3% | 0.8% | 5% | 16% | -4% | -1% | 1.5%
Cc1ccc(C(=O)CC(C(=O)O)n2ccc(C)n2)cc1 (centres undefined) | 6.4% | -5% | 0% | 2.0% | 11% | 8% | 17% | -6% | 2.3%
Cc1ccc2nc(-c3ccccc3O)c(Nc3ccc4c(c3)OCCO4)n2c1 | 1.6%[50 µM] | 7% | -12% | 4.3% | 11% | 9% | -3% | -2% | -0.1%
CS(=O)(=O)N(Cc1ccc(C(=O)NCc2ccco2)cc1)c1ccccc1 | 1.6% | 5% | 18% | 0.8% | 12% | 1% | -8% | -2% | -0.5%
CCOc1cc(NC(=O)c2ccccc2C)c(OCC)cc1NC(=O)C1=Cc2ccccc2OC1 | 0.1% | 0% | 4% | 3.0% | 9% | 15% | 4% | -1% | -0.9%
O=C(O)c1cc(S(=O)(=O)N2CCCCCC2)ccc1Cl | -0.4% | 4% | 11% | 0.2% | 7% | 8% | 6% | 7% | 7.7%
Cc1cccc(NC(=O)Cc2cccs2)n1 | 0.4% | 5% | 3% | 0.6% | 0% | -2% | -1% | -1% | 0.3%
Cn1c(=O)c2c(SCC(=O)N3CCCc4ccccc43)nc(CC(C)(C)C)nc2n(C)c1=O | 0.3% | 8% | -18% | 81% | 9% | 9% | 12% | -3% | 0.4%
CC(=O)Nc1ccc(C(=O)OCC(=O)Nc2ccc([N+](=O)[O-])cc2C(F)(F)F)cc1 | 1.9%[50 µM] | 12% | -2% | 1.9% | 4% | 8% | 8% | -2% | 0.9%
CN(C)c1ccc(CNC(=O)c2ccc(CNc3c(N4CCCCC4)c(=O)c3=O)cc2)cc1 | -0.7% | -6% | 7% | -0.3% | 7% | 19% | 4% | 0% | -2.5%
O=C1c2ccccc2NC(c2ccccc2)N1Cc1ccco1 (centres undefined) | 0.9% | 8% | 4% | -2.5% | 7% | 7% | 7% | -5% | -0.4%
O=C(Nc1ccccc1)C1=C[C@H](C2CCCCC2)C[C@H](OCCCCO)O1 | 5.0% | / | / | 4.3% | 10% | 3% | / | -2% | /
Cc1cccc(NC(=O)CSc2nnc(CCC(=O)Nc3ccc(C)c(Cl)c3)n2C)c1 | 5.0% | 7% | -13% | 0.0% | 2% | 3% | 10% | -3% | 0.3%
CCOc1ccc(N(CC(=O)Nc2ccc(C)cc2)S(=O)(=O)c2c(C)noc2C)cc1 | 1.1% | 7% | 6% | -0.5% | -6% | -1% | -5% | -1% | 4.0%
CC1(C)CC(=O)/C(=C\c2cccc([N+](=O)[O-])c2)C(C)(C)N1 | -13% | -1% | 11% | 0.8% | 2% | 9% | 0% | -8% | -1.0%
O=C(N/N=C/c1ccc(F)c(F)c1)c1cccc(S(=O)(=O)N2CCCCC2)c1 | 0.7%[50 µM] | / | / | -0.5% | 1% | / | / | 9% | /
Cc1ccc(-n2ncc3c(NNC(=O)c4ccco4)ncnc32)cc1C | 1.1%[50 µM] | 5% | -15% | 5.4% | 4% | 27% | 4% | -5% | 0.8%
O=C(c1ccc([N+](=O)[O-])cc1)N1CCN(Cc2ccccc2)CC1 | 1.9% | 16% | 7% | 1.0% | 7% | 4% | 4% | 1% | -1.3%
Cc1csc(NC(=O)C2C3C=CC(O3)C2C(=O)O)n1 (centres undefined) | 0.1% | 8% | 6% | 1.1% | 6% | 12% | 9% | -2% | 0.2%
COCCNC(=O)c1ccc2c(c1)C(=O)c1ccccc1-2 | 0.0% | 9% | 19% | 2.6% | 12% | 3% | 5% | -7% | -1.1%
COc1ccc(-c2cc(C(F)(F)F)nc(N3CCOCC3)n2)cc1OC | 0.4% | 12% | -10% | 0.5% | 7% | 14% | 12% | -4% | 0.2%
COc1ccc(NC(=O)CCN2C(=O)[C@@H]3[C@H](C2=O)[C@H]2C=C[C@@H]3C2)cc1 | 0.0% | -3% | -6% | 0.1% | 4% | 10% | 6% | -5% | -1.3%
CN(Cc1ccccn1)C(=O)C1CCC(=O)N(Cc2cccc(F)c2)C1 (centres undefined) | 0.4% | 6% | 11% | / | 10% | 10% | 10% | 1% | 0.1%

3 structures out of the list, arranged by heavy-atom count, descending.
SMILES | K1F lysis inhibition | Salmonella PhoP GFP | GPR35 arrestin U2OS | RSV CPE inhibition | Rac1 GTP hydrolysis | SV40 large T antigen | GPR55 antagonists | NS5 inhibitors | HIV fusion peptide | others
O=C(NC1(C(F)(F)F)C(=O)Nc2c1c(=O)[nH]c(=O)n2-c1ccc(F)cc1)c1cccnc1 (centres undefined) | 0.1% | -3% | -2% | 1.6% | 7% | 1% | 0% | 1% | -1.3% | NS5 inhibitors pilot replicate=1.2
O=C(/C=C/c1ccco1)Nc1cccc(C(=O)Nc2ccccc2C(=O)O)c1 | 0.0% | -4% | <0.5µM* | -0.6% | ? | 44% | 10% | -4% | 59%
CS(=O)(=O)N(Cc1ccc(C(=O)NCc2ccco2)cc1)c1ccccc1 | 1.6% | 5% | 18% | 0.8% | 12% | 1% | -8% | -2% | -0.5%
